High-throughput results from PubChem BioAssay.
phage Ecoli inh: E. coli growth loss with phage present | growth absorbance | inhibition, % at 11.9 µM | 0.26% of 360,000 active; in the data active = inhibition above about 11%
HTR5A inv ag: counter-screen for OPRM1-OPRD1 inverse agonists: human HTR5A inverse agonism; P47898; HTR5A cell line, luminescence; inhibition, % at 9.3 µM; 0.083% of 340,000 active; in the data active = inhibition mostly above about 23%, no sharp cut-off; inactive = mostly below about 18%;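 note: 0% = cells with DMSO and 100% = no-cell wells with DMSO; some compounds called inactive have numbers as strong as hits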
MOR-DOR inv ag: inverse agonists of human mu-delta opioid receptor heterodimerization; cell-based MOR-DOR heterodimer luminescence, inverse agonism; P35372+P41143; 0.21% of 340,000 active; inhibition, % at 9.3 µM; in the data active = inhibition above about 22%, passing the limit was not always enough;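 note: 0% = cells with DMSO and 100% = wells without cells with DMSO; values of inactives mirror those of a sister screen read the other way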
DSG3 Ab inh: human desmoglein-3 autoantibody binding inhibition | binding (percent of control), % at 10 µM | P32926 | 0.48% of 310,000 active | DSG3-coupled beads, scFv-anti-DSG3-GFP binding, flow cytometry; stronger effect = lower value;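 active = binding more than 3 SD below its plate's average and above zero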;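 note: hits lower antibody fragment binding to DSG3; some compounds called inactive have numbers as strong as hits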
Target sequence (P32926 whole entry, looked up, the tested form may be a part): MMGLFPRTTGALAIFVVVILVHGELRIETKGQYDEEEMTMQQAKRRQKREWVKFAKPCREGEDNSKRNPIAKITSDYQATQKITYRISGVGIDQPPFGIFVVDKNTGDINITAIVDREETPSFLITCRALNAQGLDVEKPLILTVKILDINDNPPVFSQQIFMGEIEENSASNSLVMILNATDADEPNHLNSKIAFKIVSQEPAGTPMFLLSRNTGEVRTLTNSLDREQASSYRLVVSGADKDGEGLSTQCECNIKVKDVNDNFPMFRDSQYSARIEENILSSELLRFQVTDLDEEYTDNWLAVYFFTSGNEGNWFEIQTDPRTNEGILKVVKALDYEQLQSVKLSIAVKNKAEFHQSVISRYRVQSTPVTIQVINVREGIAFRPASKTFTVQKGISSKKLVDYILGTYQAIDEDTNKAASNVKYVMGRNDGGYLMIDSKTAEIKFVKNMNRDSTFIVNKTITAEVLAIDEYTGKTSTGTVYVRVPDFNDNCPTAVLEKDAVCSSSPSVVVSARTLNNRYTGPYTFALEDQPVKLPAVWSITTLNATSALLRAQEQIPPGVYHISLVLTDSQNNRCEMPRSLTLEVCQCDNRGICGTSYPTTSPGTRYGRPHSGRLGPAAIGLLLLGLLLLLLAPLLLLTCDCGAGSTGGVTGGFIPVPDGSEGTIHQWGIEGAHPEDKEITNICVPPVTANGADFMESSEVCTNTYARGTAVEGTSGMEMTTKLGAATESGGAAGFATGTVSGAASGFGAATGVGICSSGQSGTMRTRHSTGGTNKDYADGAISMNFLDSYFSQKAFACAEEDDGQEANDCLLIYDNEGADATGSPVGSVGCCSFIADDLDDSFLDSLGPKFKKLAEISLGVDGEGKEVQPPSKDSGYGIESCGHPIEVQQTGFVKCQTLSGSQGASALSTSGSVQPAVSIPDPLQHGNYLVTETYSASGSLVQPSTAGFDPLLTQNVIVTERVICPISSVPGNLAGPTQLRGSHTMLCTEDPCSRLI
PfHsp90 set2: reduces growth (ATP signal) of yeast expressing P. falciparum Hsp90 | S. cerevisiae expressing PfHsp90, BacTiter-Glo ATP, 48 h; yeast lacking PDR1 and PDR3 efflux regulators | inhibition, % at 9.4 µM | 0.32% of 310,000 active;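 active = every replicate shows inhibition above about 80%, whatever the replicate mean, limit read from the data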;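 note: 0% = DMSO neutral controls and 100% = 20 µM radicicol positive controls; yeast relying on Plasmodium falciparum Hsp90 in place of its own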
HTR5A ag: HTR5A agonism, opioid heterodimer counter-screen; activation, % at 9.3 µM; P47898; HTR5A agonist assay, luminescence, cell-based; 0.61% of 340,000 active; in the data active = activation mostly above about 9.5%, no sharp cut-off; inactive = mostly below about 7.6%;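 note: 0% = cells with vehicle only and 100% = reference agonist; strong numbers were not always called active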
OPRM1-OPRD1 ag: agonists of human mu-delta opioid receptor heterodimerization; activation, % at 9.3 µM; AID 504326; cells, OPRM1-OPRD1 heterodimerization, luminescence; 0.3% of 340,000 active; P35372+P41143; in the data active = activation above about 18%;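 note: 0% = vehicle-treated cells and 100% = reference agonist; values of inactives mirror those of a sister screen read the other way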
Mot1-301 SUMO: SUMOylation pathway inhibition by Mot1-301 growth rescue | 1% of 320,000 active | S. cerevisiae Mot1-301 growth rescue, ATP luminescence, 38.5C; percent above DMSO median, 100 means doubled | growth rescue, % at 18.8 µM;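 active = every valid replicate shows activation above 250% relative to neutral control wells; inactive = the rest, any valid replicate at or below 250%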;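 note: OY570 slx delta 5 strain wells were the positive control but not used for scaling; some compounds called inactive have numbers as strong as hits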
PKA-R1A activ: PKA-R1A complex activation. P00514+P68181. AID 504707. 0.083% of 340,000 active. activation, % at 11.4 µM. PKA-R1A dissociation, Cy5-IP20 fluorescence polarization; scaled: DMSO 0%, 113 µM cGMP 100%;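 active = percent activation above the mean of all tested compounds plus 3 SD, cut at about 19% in these data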;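 note: higher means more PKAc released from R1A so a rise in polarization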
Ecoli viability: reduces bacterial viability in AddAB counter-screen; E. coli V3065 growth, OD600 absorbance, 18 h; inhibition, % at 11.9 µM; 0.27% of 330,000 active;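 active = inhibition above the campaign's mean inhibition across all tested compounds plus 3 SD, cut at about 9.9% in these data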;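 note: uninfected addAB+ strain grown without phage in ampicillin broth; 0% = DMSO wells and 100% = ciprofloxacin 0.95 µg/ml wells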
AddAB inh: less growth of phage-infected E. coli with AddAB | E. coli expressing H. pylori AddAB, absorbance growth | inhibition, % at 11.9 µM | 0.29% of 330,000 active | AID 435030; in the data active = inhibition above about 12%;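 note: 0% = vehicle wells of infected cells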
* = called active by the depositor; · = not tested or not shown.

SMILES	phage Ecoli inh	HTR5A inv ag	MOR-DOR inv ag	DSG3 Ab inh	PfHsp90 set2	HTR5A ag	OPRM1-OPRD1 ag	Mot1-301 SUMO	PKA-R1A activ	Ecoli viability	AddAB inh
COc1ccccc1C(=O)COC(=O)C1CCN(S(=O)(=O)c2ccc(C)c(C)c2)CC1	2.4	-0.6	16.1	103.2	-16.0	2.4	-3.3	1.7	-9.1	-0.2	0.3
Cc1ccc(C(CC(=O)N2CCNCC2)c2ccccc2)c(O)c1C (stereo not given)	-0.9	-0.2	7.0	104.6	3.4	0.1	-1.4	-18.7	6.6	-2.8	-2.0
COc1ccccc1-c1ccc(SCc2ccccc2F)nn1	-1.3	24.2	-15.2	103.5	-26.6	5.3	3.1	1.9	3.6	1.4	2.0
Cc1cccc(NC(=O)CSc2nnc(C)c(=O)n2N)c1	3.7	-2.0	11.4	113.3	·	0.7	-2.3	461.1*	0.9	1.2	0.8
O=C(O)c1cccnc1SCc1ccccc1Cl	0.6	-1.9	6.6	102.9	-11.5	0.7	-1.3	·	-4.7	0.9	2.4
Cc1cccc(CCN(C(=O)Cc2cccs2)C(C(=O)NC2CCCCC2)c2cccnc2)c1 (stereo not given)	4.2	-13.2	12.8	101.2	-11.7	5.4	-2.8	-2.3	-1.0	-2.4	1.9
Clc1ccc(-c2csc(N3CCC(c4ccccc4)C3)n2)cc1 (stereo not given)	2.0	2.0	-4.3	97.0	-4.9	-2.4	0.7	4.2	-8.4	0.1	-1.6
CCN(c1ccccc1)S(=O)(=O)c1cccc(C(=O)Nc2ccc(C)cn2)c1	4.9	-0.9	-16.9	108.3	20.1	0.4	4.2	2.1	-7.3	-1.3	4.2
CSC1=N/C(=C\c2ccccc2C)C(=O)S1	2.4	-10.4	3.8	80.1	14.0	-1.4	-0.6	-4.0	-5.5	0.9	-0.2
CN(Cc1c(F)cccc1Cl)C(=O)c1cccc(S(=O)(=O)N2CCN(Cc3ccccc3)CC2)c1	2.1	-1.9	11.5	101.2	0.5	0.5	-2.2	·	-7.8	·	·
Cn1c(=O)c(-c2cccc(Cl)c2)c(O)c2ccccc21	1.2	4.2	16.9	98.9	-19.1	-2.5	-3.3	16.0	15.3	2.5	2.8
CC(C)(C)c1ccc(C(=O)NNC(=O)C2CCCCC2)cc1	6.0	-28.2	-12.8	98.8	2.3	-0.2	1.8	-3.5	8.7	-1.1	1.3
Cc1nc2nc(SCc3ccc([N+](=O)[O-])cc3)[nH]c2cc1Br	1.6	-10.7	-2.7	103.8	-6.1	-0.2	0.5	-1.0	-2.5	-3.1	0.2
COc1cc(C(=O)NCc2ncccc2C)ccc1OC1CCN(C(C)=O)CC1	0.1	7.7	14.4	107.6	-51.4	8.5	-2.7	345.5	4.5	-1.2	1.8
CCOC(=O)c1[nH]c(C)c(C)c1C	1.9	-8.0	10.7	110.6	12.0	4.0	-1.9	-17.4	0.7	-0.4	2.0
CSc1ncccc1C(=O)NCc1ccccc1Cl	2.3	-22.3	-33.4	119.2	-3.1	7.5	4.1	11.4	-6.8	2.8	1.4
CCN(CCCNC(=O)Cn1ncc2c(=O)oc3ccccc3c21)c1cccc(C)c1	0.9	-32.8	3.2	91.3	7.9	10.8	-0.5	-13.1	-7.8	1.0	-4.0
Cc1ccc2nsnc2c1NC(=O)c1cncc(Br)c1	1.5	-16.8	5.2	87.3	-12.3	5.4	-1.1	4.2	-3.4	-1.2	1.7
CCCCN(C(=O)CCCc1nc2ccccc2s1)c1c(N)n(CC(C)C)c(=O)[nH]c1=O	4.8	9.7	-0.6	105.4	-10.6	-2.7	0.1	4.6	-2.6	-2.6	-2.1
COc1cccc(C(=O)Nc2ccccc2N2CCOCC2)c1	2.4	1.1	0.7	·	·	-0.4	-0.1	-5.1	9.9	-3.0	2.9
O=C(NCCOC12CC3CC(CC(C3)C1)C2)c1cccc(Br)c1	-1.8	-6.6	-12.2	101.0	-16.8	9.4	2.1	24.9	-4.9	-0.4	0.1
Cc1ccc(N2C(=O)N(CC(=O)NCc3ccc(Cl)cc3)C(=O)C2C)cc1 (stereo not given)	1.6	-18.4	9.4	106.7	-3.4	-0.8	-1.6	86.3	-0.8	-1.6	0.8
CCc1ccc2c(c1)[C@H]1OCC[C@H]1[C@@H](c1cccs1)N2	4.0	20.7	-25.9	94.8	17.3	3.0	4.9	1.8	5.5	4.2	3.4
COc1cccc(C(=O)N=c2sc3c(C)ccc(OC)c3n2C)c1	2.3	-5.8	6.3	94.2	-6.6	6.5	-1.1	-24.8	-4.2	1.6	-2.2
CCCc1nc2c(nnn2Cc2ccccc2)c(=O)[nH]1	·	-53.6	0.8	99.9	40.8	7.0	-0.2	-14.2	-6.6	-0.6	1.4
CC1(C)Cc2c(c(=S)nc(-c3ccccc3)n2Cc2cccnc2)CO1	0.4	3.9	11.4	111.7	14.1	-0.8	-2.2	-1.4	-8.6	-3.9	-0.1
CC1CCCCC1NC(=O)c1ccc2c(c1)OCCO2 (stereo not given)	0.2	2.3	-10.7	103.4	-39.1	0.3	2.7	-0.5	-8.0	-2.3	2.5
Cc1noc2ncnc(N3CCN(c4ccc(F)cc4)CC3)c12	0.8	16.0	12.4	99.6	32.2	-5.8	-2.7	61.1	-6.9	3.1	3.4
CN(Cc1ccccc1)C(=O)COC(=O)c1ccc(Br)c(S(=O)(=O)N2CCOCC2)c1	0.3	-2.1	10.8	·	-1.8	-3.1	-2.9	-1.3	-17.6	3.1	0.3
O=C(O)C1CC=CCC1C(=O)NNS(=O)(=O)c1ccccc1 (stereo not given)	-0.6	-1.4	0.2	100.1	-2.8	0.5	-0.1	2.9	0.0	1.1	-2.6
O=[N+]([O-])c1ccc(CSc2ccc(S(=O)(=O)N3CCOCC3)cn2)cc1	2.9	7.5	8.4	85.7	-6.0	3.2	-1.6	·	-13.5	·	·
CCC(CC)NC(=O)CCc1nc2ccccc2c(=O)[nH]1	0.6	-17.2	11.1	103.5	5.2	2.9	-2.1	25.1	3.5	-3.9	0.7
COc1cccc(C(=O)Nc2ccc(NC(=O)C(C)(C)C)cn2)c1	1.6	-1.7	14.8	75.5	-2.5	6.1	-2.6	-5.5	9.2	0.3	2.9
COc1ccccc1N1C(=O)c2ccc(C(=O)Nc3ccc(C(=O)O)cc3)cc2C1=O	3.8	-4.1	24.8	100.4	2.8	1.1	-5.5	3.3	-5.8	-1.7	-2.3
Cc1ccc(S(=O)(=O)NC(=NC2CCCCC2)c2ccc(Cl)cc2)cc1	·	-42.8	-10.6	84.8	10.9	14.4*	1.3	4.7	10.1	-0.9	2.8
COc1cc(CN(C)C(C)C(=O)Nc2ccc([N+](=O)[O-])cc2Cl)ccc1OC(F)F (stereo not given)	2.4	12.1	-4.9	·	18.6	1.1	0.9	-5.9	6.2	1.5	3.0
CCOC(=O)CCN(Cc1ccccc1)S(=O)(=O)c1csc(C(N)=O)c1	1.4	-4.3	6.9	97.1	10.2	1.1	-1.3	280.6	-5.6	0.1	0.4
CCn1c(=O)cc(N2CCOCC2)[nH]c1=O	4.1	13.1	18.5	85.6	-2.2	0.2	-3.7	47.2	-9.0	2.3	-0.4
O=C(NC(NC(=S)Nc1ccccc1C(=O)O)C(Cl)(Cl)Cl)c1cccc([N+](=O)[O-])c1 (stereo not given)	1.8	-4.6	0.8	76.0	·	7.0	-0.1	14.3	1.7	-0.3	1.9
NC(=O)c1ccsc1NC(=O)CCS(=O)(=O)c1ccc(Cl)cc1	-0.4	4.3	0.8	111.2	16.1	-1.7	-0.1	·	0.8	·	·
CC(C)c1ccccc1OS(N)(=O)=O	1.9	9.4	-3.0	104.4	6.2	2.5	0.7	3.8	-20.3	-2.4	2.6
COc1ccc(C2CC(=O)Oc3cc(OC)ccc32)cc1 (stereo not given)	0.4	4.0	0.6	101.4	-8.6	-1.2	-0.1	·	-8.0	-0.7	1.4
CC(C)(C)OC(=O)N1CCN(C(=O)c2[nH]cnc2C(=O)NCc2ccccc2)CC1	1.8	-6.3	9.7	106.9	·	-1.8	-1.8	-0.2	2.7	0.8	2.2
Cc1cc(NC(=O)C2C3C=CC(C3)C2C(=O)O)no1 (stereo not given)	1.0	-7.5	5.6	94.0	·	-3.9	-1.0	3.8	-12.8	0.0	-0.1
CCc1ccc(-c2cc(C)no2)cc1S(=O)(=O)Nc1cc(C)on1	1.4	6.5	6.1	95.3	-18.4	-0.6	-1.1	228.3	4.0	1.2	1.8
Cc1oc2c(c1C(=O)N1CCOCC1)C(=O)c1ccccc1C2=O	4.2	-14.6	-49.8	101.8	17.9	5.0	8.4	8.3	-10.3	-4.4	-1.2
COc1ccc(COc2ccc3ccc(=O)oc3c2)cc1	2.2	-8.9	12.0	95.3	-0.6	2.3	-2.5	5.7	-23.4	-1.7	-2.4
COc1ccccc1NC(=O)N(Cc1cc2cc(OC)c(OC)cc2[nH]c1=O)CC1CCCO1 (stereo not given)	1.5	2.2	-5.3	103.9	6.9	-0.8	0.9	-10.7	-9.0	0.0	1.9
O=C(Nc1ccc2[nH]ncc2c1)c1ccccc1	0.1	-23.0	11.7	113.2	22.2	8.3	-2.3	-19.8	-1.4	1.7	4.8
CC(C)c1ccc(/C=C(\NC(=O)c2ccccc2)C(=O)NCCN2CCOCC2)cc1	0.1	-3.0	-2.5	·	-22.6	0.8	0.4	-6.2	7.1	-1.7	-0.4
CN1CCN(c2ccccc2NC(=O)c2ccc(N3CCCC3)c([N+](=O)[O-])c2)CC1	2.1	8.8	0.7	99.1	-4.0	-3.4	-0.1	-19.2	-6.0	0.2	-0.4
O=C(c1ccc(NS(=O)(=O)c2cccs2)cc1)N1CCOCC1	1.8	-8.8	11.1	·	-20.1	-3.5	-2.1	9.2	-4.0	0.5	-0.8
COc1ccc(Cl)cc1NC(=O)CN(C)C(=O)c1cn2ccccc2n1	1.1	-2.6	-13.4	112.8	3.4	1.0	3.4	-5.9	6.2	-0.5	0.4
CCOC(CCNC(=O)c1cc2c(=O)[nH]c3ccccc3c2s1)OCC	-1.7	-7.6	10.3	82.0	14.5	2.1	-2.0	-14.6	-10.5	-0.5	0.7
CCOC(=O)C(Cc1ccccc1)NC(=O)CCc1nnc2ccc(N3CCCC3)nn12 (stereo not given)	2.0	5.7	6.2	·	9.3	-1.5	-1.2	0.2	-5.0	-1.1	-0.1

Filtered by structure: the entries above containing a tert-butyl group.
SMILES	phage Ecoli inh	HTR5A inv ag	MOR-DOR inv ag	DSG3 Ab inh	PfHsp90 set2	HTR5A ag	OPRM1-OPRD1 ag	Mot1-301 SUMO	PKA-R1A activ	Ecoli viability	AddAB inh
CC(C)(C)c1ccc(C(=O)NNC(=O)C2CCCCC2)cc1	6.0	-28.2	-12.8	98.8	2.3	-0.2	1.8	-3.5	8.7	-1.1	1.3
COc1cccc(C(=O)Nc2ccc(NC(=O)C(C)(C)C)cn2)c1	1.6	-1.7	14.8	75.5	-2.5	6.1	-2.6	-5.5	9.2	0.3	2.9
CC(C)(C)OC(=O)N1CCN(C(=O)c2[nH]cnc2C(=O)NCc2ccccc2)CC1	1.8	-6.3	9.7	106.9	·	-1.8	-1.8	-0.2	2.7	0.8	2.2

Not a hit list. Share with any hit: about 3.2%.
